TNAP inh Pi – human TNAP inhibition, phosphate detection. P05186. purified TNAP, pNPP, malachite green phosphate absorbance. inhibition, % at 20 µM. 21,000 tested, under 10 active
Target sequence (P05186 whole entry, looked up): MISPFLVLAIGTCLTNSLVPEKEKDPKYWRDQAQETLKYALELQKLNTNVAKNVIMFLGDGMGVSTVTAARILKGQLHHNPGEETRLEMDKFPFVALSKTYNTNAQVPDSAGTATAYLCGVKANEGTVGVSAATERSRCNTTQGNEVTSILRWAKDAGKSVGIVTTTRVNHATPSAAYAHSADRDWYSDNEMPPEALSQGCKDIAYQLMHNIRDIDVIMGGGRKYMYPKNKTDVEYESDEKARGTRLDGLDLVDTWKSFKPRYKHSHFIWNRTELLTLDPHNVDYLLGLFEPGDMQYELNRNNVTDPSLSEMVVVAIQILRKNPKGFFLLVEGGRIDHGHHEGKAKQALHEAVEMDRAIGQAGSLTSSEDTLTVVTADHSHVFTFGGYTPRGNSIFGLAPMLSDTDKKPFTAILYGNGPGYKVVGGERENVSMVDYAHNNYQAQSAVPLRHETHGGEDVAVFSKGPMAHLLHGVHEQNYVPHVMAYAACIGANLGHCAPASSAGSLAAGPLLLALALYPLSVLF
TNAP inh pNP – inhibitors of human tissue-nonspecific alkaline phosphatase; P05186; AID 615; 21,000 tested, under 10 active; purified TNAP, pNPP hydrolysis, absorbance 405 nm; inhibition, % at 20 µM;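 further: 0% = DMSO only wells and 100% = 1 mM levamisole wells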
Active calls of the source: *.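 How the source made its calls: active means inhibition above 50% at the 20 µM single-dose screen; inactive means the rest.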 An excerpt; rates above refer to the full screens.

Sequence of screens – TNAP inh pNP | TNAP inh Pi
COc1ccc2[nH]c(C)c(CN3CCCCC3)c(=O)c2c1
  5 | 22
Cn1c(SCC(=O)NCc2ccc3c(c2)OCO3)nnc1-c1cc2ccccc2cc1O
  -1 | 5
Cc1nn(-c2ccccc2)c2sc(C(=O)NC3CCCCC3)cc12
  1 | 13
COc1cc(OC)c(NC2=NCCCCC2)cc1Cl
  -6 | -7
COCC(C)NC(=O)C1CC(=O)N(c2ccc(C)cc2)C1 (stereo unspecified)
  2 | 8
CCOC(=O)C1=C(CSc2nc3c(cc2C#N)CCC3)OC(N)=C(C#N)C1c1ccccc1 (stereo unspecified)
  -2 | -1
Cc1cc(C(=O)CN2C(=O)C3CC=CCC3C2=O)c(C)n1-c1ccccc1 (stereo unspecified)
  2 | -9
CC(Sc1nnc(COc2ccc3ccccc3c2)n1C)C(=O)O (stereo unspecified)
  9 | 14
O=C(COC(=O)c1ccco1)NCc1ccco1
  3 | -4
CCCn1c(=O)c(C(=O)Nc2nnc(C)s2)c(O)c2ccccc21
  5 | 7
CCOC(=O)c1c(CN(C)C)oc2cc(CN(C)C)c(O)c(CSc3ccccc3)c12
  2 | 11
COc1ccc(Br)cc1CNCCSc1nnnn1C
  4 | -19
c1ccc2c(c1)[nH]c1c(N3CCN(C4CCCCC4)CC3)ncnc12
  5 | 8
C#CC1CN(Cc2ccccc2)CC(C#C)N1C (stereo unspecified)
  4 | 8
CC(C)c1nc(SCC(=O)N2CCCC2)c2ccccc2n1
  4 | 10
O=C(Nc1ccncc1)C1COc2ccccc2O1 (stereo unspecified)
  2 | 11
CCOC(=O)N1CCN(c2ncnc3c2cnn3-c2ccc(OC)cc2)CC1
  4 | 9
O=S1(=O)N=C(N2CCN(Cc3ccccc3)CC2)c2ccccc21
  0 | 6
CCCC(=O)Nc1ccc2oc(-c3ccncc3)nc2c1
  -1 | 13
Cc1ccc(C2(C)NC(=O)N(CC(=O)NC(=O)NC3CCCC3)C2=O)cc1 (stereo unspecified)
  -2 | 6
Cc1cc2c(c(=O)n1Cc1ccccn1)C(C(C)C)C(C#N)=C(N)O2 (stereo unspecified)
  3 | 0
Cc1ccc(C)c(C(=O)CN2C(=O)CCC2=O)c1
  4 | 14
COc1ccc(NC2=NCC(=O)N2c2ccccc2F)c(OC)c1
  1 | 7
Cc1ccccc1N(CC(=O)NCCc1ccccc1)C(=O)c1ccc(N2CCCC2)nc1
  5 | 14
O=C(O)CC(CC(=O)Nc1nncs1)c1ccccc1 (stereo unspecified)
  3 | 12
CSc1nc2ccccc2n1C(=O)Oc1ccccc1
  3 | 7
Cc1cc(C(=O)NCCCn2ccnc2)cs1
  0 | 0
Cc1ccc(S(=O)(=O)NC(=O)NCc2ccc3c(c2)OCO3)cc1
  -22 | -19
Cc1ccc2c(c1)nnn2C1CCN(S(=O)(=O)c2ccc(C(=O)N3CC(C)CC(C)C3)cc2)CC1 (stereo unspecified)
  2 | 11
CSc1cccc(NS(=O)(=O)c2ccc(F)cc2)c1
  8 | 10

Next section, starting with the last six of the part before.
Sequence of screens – TNAP inh pNP | TNAP inh Pi
O=C(O)CC(CC(=O)Nc1nncs1)c1ccccc1 (stereo unspecified)
  3 | 12
CSc1nc2ccccc2n1C(=O)Oc1ccccc1
  3 | 7
Cc1cc(C(=O)NCCCn2ccnc2)cs1
  0 | 0
Cc1ccc(S(=O)(=O)NC(=O)NCc2ccc3c(c2)OCO3)cc1
  -22 | -19
Cc1ccc2c(c1)nnn2C1CCN(S(=O)(=O)c2ccc(C(=O)N3CC(C)CC(C)C3)cc2)CC1 (stereo unspecified)
  2 | 11
CSc1cccc(NS(=O)(=O)c2ccc(F)cc2)c1
  8 | 10
C=CCNC(=O)N[C@@H](CCSC)C(=O)OC
  4 | 3
COc1ccccc1Nc1nc(N)nc(CN(C)C2CCCCC2)n1
  -6 | -1
CCOC(=O)c1c(CNCCN(CC)CC)n(C)c2cc(Br)c(OC)cc12
  5 | -13
O=C(CCC(=O)N(CC(=O)NC1CCCCC1)Cc1ccco1)Nc1nccs1
  0 | 8
N#Cc1nc(Cc2cccc3ccccc23)oc1NCCN1CCCCC1
  -7 | 8
O=C(COC(=O)c1cccs1)NCc1ccco1
  -1 | 6
CC1CC(c2ccccc2)n2nc(NC(=O)c3cccs3)nc2N1 (stereo unspecified)
  5 | -20
COc1ccc(NC(=O)CNCCC2=CCCCC2)cc1
  4 | 4
CCC(=O)n1nc(-c2cccnc2)nc1NCc1ccc(OC)cc1
  6 | -6
CC(C(=O)N1CCOCC1)(c1ccccc1)c1ccccc1
  0 | 0
O=C(CCc1nc2ccccc2c(=O)[nH]1)OCC(=O)N1CCN(S(=O)(=O)c2ccccc2)CC1
  6 | 0
COc1ccc(-c2ccc(S(=O)(=O)N3CCOCC3)cc2)cc1
  4 | 16
CC1(C)CC(=O)C2(CC3=C(CC(C)(C)CC3=O)O2)C(=O)C1
  0 | 5
O=C(Nc1cccc(Cl)c1)N(Cc1nc2ccccc2c(=O)[nH]1)C1CCCC1
  3 | 11
CCSc1nc(N)c2c3c(sc2n1)CCC3
  8 | 6

Filtered by structure: those above with two or more sulfur atoms.
Sequence of screens – TNAP inh pNP | TNAP inh Pi
CSc1cccc(NS(=O)(=O)c2ccc(F)cc2)c1
  8 | 10
CCSc1nc(N)c2c3c(sc2n1)CCC3
  8 | 6

Individual results from the results shown:
TNAP inh pNP with C=CCNC(=O)N[C@@H](CCSC)C(=O)OC : 4
TNAP inh pNP with CC(C(=O)N1CCOCC1)(c1ccccc1)c1ccccc1 : 0
TNAP inh pNP with COc1ccc(NC(=O)CNCCC2=CCCCC2)cc1 : 4

New compounds follow
Sequence of screens – TNAP inh pNP | TNAP inh Pi
COc1ccc(OC)c2c(N3CCN(C)CC3)cc(C(F)(F)F)nc12
  4 | 3
Cc1noc(C)c1C(=O)NCCCN1CCCC1=O
  0 | -25
CCc1nnc(NC(=O)C2CCCN(c3nc4ccccc4s3)C2)s1 (stereo unspecified)
  1 | 14
COC(=O)c1ccccc1NC(=O)CN(C)S(=O)(=O)c1ccc(OC)cc1
  5 | 14
CN(C)c1nc(OCCOC(=O)c2ccccc2)nc(N(C)C)n1
  3 | 10
Cc1ccc(C2c3c(-c4ccccc4O)n[nH]c3C(=O)N2Cc2ccncc2)cc1 (stereo unspecified)
  1 | 6
CCn1c(SCC(=O)NCc2ccco2)nc2cccnc21
  0 | 15
COc1ccc(NS(=O)(=O)c2ccc(NC(=O)C3CCCO3)cc2)cc1 (stereo unspecified)
  0 | 0
C=CCN1C(=O)CSC1=Nc1cccc(O)c1
  4 | -1
N=P(N1CCOCC1)(N1CCOCC1)C12CC3CC(CC(C3)C1)C2
  0 | 0
Cc1ccc(S(=O)(=O)N2CC(O)CC2C(=O)Nc2ccc3c(c2)CCC3)cc1 (stereo unspecified)
  3 | 8
C=CCOC(=O)CCCC(=O)NC1CCCCC1
  0 | 13
O=C1NCCCC1C(=O)NCCN1C(=O)CCC1=O (stereo unspecified)
  3 | 9
CCOC(=O)CN1C(=O)NC2NC(=O)NC21 (stereo unspecified)
  9 | 2
O=C(Nc1ccccn1)NC(C(F)(F)F)C(F)(F)F
  1 | 5
COc1ccc2ncn(-c3ccccc3)c2c1
  -6 | -2
COc1cccc(C(C(=O)NCc2ccco2)N(C(=O)Cn2nnc3ccccc32)C2CC2)c1OC (stereo unspecified)
  5 | -1
N#Cc1c(N)n(CCOC(=O)c2cccc(Br)c2)c2nc3ccccc3nc12
  -3 | -5
NC(Cc1cccc2nsnc12)C(=O)O (stereo unspecified)
  4 | 7
Cn1c2ccccc2c2ncn(CCN3CCOCC3)c(=O)c21
  0 | 10
O=C(Cn1cnc2ccccc2c1=O)OCCCCN1C(=O)c2ccccc2C1=O
  0 | 0
O=C(OCn1nnc2ccccc2c1=O)C1CCCCC1
  3 | 4
COc1cc(=O)n2c(-c3ccccc3)csc2n1
  1 | 4
N#Cc1cccc2cnccc12
  6 | 9
COc1ccc(OC)c(C(c2nnnn2Cc2ccccc2)N2CCN(C)CC2)c1 (stereo unspecified)
  0 | 2
COC(=O)c1ccc(/C=N/n2cnnc2)cc1
  -9 | -8
COC(=O)\C(C(C)=O)=C(/C=C/C=C/N(C)C)N(C)C
  -22 | 1
Cc1ccc2c(CC(=O)NCc3ccco3)coc2c1C
  4 | 17
NC(=O)C1(N2CCCCC2)CCN(Cc2nc3ccccc3c(=O)[nH]2)CC1
  0 | 0
Cn1cnnc1SCNC(=O)C(F)(F)F
  -5 | 1

The final four compounds of the section above lead into the next.
Sequence of screens – TNAP inh pNP | TNAP inh Pi
COC(=O)\C(C(C)=O)=C(/C=C/C=C/N(C)C)N(C)C
  -22 | 1
Cc1ccc2c(CC(=O)NCc3ccco3)coc2c1C
  4 | 17
NC(=O)C1(N2CCCCC2)CCN(Cc2nc3ccccc3c(=O)[nH]2)CC1
  0 | 0
Cn1cnnc1SCNC(=O)C(F)(F)F
  -5 | 1
COc1ccc(-c2nnc(SCC(=O)NCc3ccco3)n2C)cc1
  -9 | -3
N#Cc1c(NC(=O)CSc2nc(-c3ccco3)cc(C(F)(F)F)n2)sc2c1CCCC2
  5 | 9
COc1ccc(C(=O)c2ccc(N3CCOCC3)cc2)c(OC)c1
  -9 | -14
COC(=O)CCNc1ccc2c(c1)OCCO2
  -3 | -3
Cc1nnc(C)n1/N=C/c1cc(Br)cc(Br)c1O
  6 | 10
c1coc(CNc2nc3ccccc3n2CCN2CCOCC2)c1
  1 | 8
CCOc1cc(C(=O)NCCN2CCOCC2)cc(OCC)c1OCC
  -12 | -5
CCOC(=O)C1CCCN(CC(=O)Nc2c(C(=O)OC)[nH]c3ccccc23)C1 (stereo unspecified)
  -1 | 3
C=CCn1c(SCC(O)Cn2c3ccccc3c3ccccc32)nnc1-c1ccco1 (stereo unspecified)
  4 | 14
Cc1ccc(S(=O)(=O)N2C(=S)SCC2(C)C)cc1
  0 | 7
OCCN(CCO)CC(O)Cn1c2ccccc2c2ccccc21 (stereo unspecified)
  3 | 15
COc1ccc(C2c3c(oc4ccccc4c3=O)C(=O)N2CC2CCCO2)cc1 (stereo unspecified)
  3 | -13
Nc1n[nH]c(S(=O)(=O)CCCc2ccccc2)n1
  7 | -12
CC(C)c1nnc(NC(=O)c2c(O)c3cccc4c3n(c2=O)CCC4)s1
  6 | -3
Cn1c(COc2ccccc2)nnc1SCc1nc2ccccc2[nH]1
  5 | 11
O=C(Nc1nccs1)Oc1ccccc1
  0 | 8
COc1cc(S(=O)(=O)N2CCN(c3ccc(F)cc3)CC2)ccc1Cl
  0 | 5
CCc1ccc2oc(=O)cc(CN3CCCCC3C)c2c1 (stereo unspecified)
  4 | 11
N#CCSc1nnc(C2CCCCC2)n1Cc1ccccc1
  -9 | -4
CCOC(=O)C1=C(C)N(C)C(C)=C(C(=O)OCC)C1c1ccncc1
  4 | 8
O=C(CCC(=O)CCN1CCCCC1)CCN1CCCCC1
  0 | 0
COc1ccc(OC)c(C(=O)CSc2nnnn2C)c1
  -2 | 12
NC(=O)CSc1nnc(CNc2ccc(F)cc2)n1CC1CCCO1 (stereo unspecified)
  3 | 6
COc1ccc(NC(=O)Cc2nn(C)c(=O)c3ccccc23)c2ncccc12
  3 | 6
COC(=O)CSc1nnc(-c2sc3cc(OC)ccc3c2Cl)n1C
  2 | 9
CCCc1nc2ccccc2c(=O)n1/N=C/c1ccc(O)cc1O
  -1 | 3
COC(=O)c1[nH]c2cc(OC)ccc2c1NC(=O)CN1CCC(C(N)=O)(N2CCCCC2)CC1
  1 | 4
CCOC(=O)C1=C(CSc2nccn2C)NC(=O)NC1c1ccc2c(c1)OCO2 (stereo unspecified)
  1 | 4
CCc1ccc2[nH]c(=O)c(CN(Cc3ccc4c(c3)OCO4)C(=O)c3ccco3)cc2c1
  5 | -16
CCOC(=O)c1ccc(S(=O)(=O)N2CCN(S(=O)(=O)CC)CC2)cc1
  6 | 7

Screening data as filed in PubChem.
